High-throughput results (PubChem BioAssay)
sEH act: activators of human soluble epoxide hydrolase. purified human sEH enzymatic activity, activator screen. activation, % at 2 µM. 91,000 tested, 0.04% active; in the data active = activation above about 37%; note: values of inactives mirror those of a sister screen read the other way
sEH inhibitor: soluble epoxide hydrolase (human) inhibition; P34913; recombinant human sEH enzymatic activity assay; inhibition, % at 2 µM; 91,000 tested, 0.34% active; AID 707; in the data active = inhibition above about 80%; note: values of inactives mirror those of a sister screen read the other way; many of its hits are not listed in these tables
S1P2 ag: S1P2 (human) receptor agonism; S1P2-expressing cell line, agonist reporter read-out; 97,000 tested, 0.46% active; activation, % at 4.5 µM; O95136; AID 729; in the data active = activation above about 16%;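 note: 0% = vehicle low control and 100% = maximal reference agonist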
Target sequence (O95136 whole entry, looked up): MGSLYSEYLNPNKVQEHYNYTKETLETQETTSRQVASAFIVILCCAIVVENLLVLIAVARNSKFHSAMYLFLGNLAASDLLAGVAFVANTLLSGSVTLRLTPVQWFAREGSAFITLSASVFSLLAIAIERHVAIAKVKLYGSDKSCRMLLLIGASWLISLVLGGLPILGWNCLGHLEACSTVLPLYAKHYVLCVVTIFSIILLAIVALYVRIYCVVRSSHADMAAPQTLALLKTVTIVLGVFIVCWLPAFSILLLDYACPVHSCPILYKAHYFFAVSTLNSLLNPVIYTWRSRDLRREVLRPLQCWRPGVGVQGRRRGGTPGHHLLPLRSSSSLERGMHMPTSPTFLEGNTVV
PLAP act: activates human placental alkaline phosphatase; P05187; purified PLAP enzyme, luminescent substrate read-out; hits give high values; activation fold at 20 µM; 96,000 tested, 1.2% active; in the data active = activation fold above about 2
Target sequence (P05187 whole entry, looked up): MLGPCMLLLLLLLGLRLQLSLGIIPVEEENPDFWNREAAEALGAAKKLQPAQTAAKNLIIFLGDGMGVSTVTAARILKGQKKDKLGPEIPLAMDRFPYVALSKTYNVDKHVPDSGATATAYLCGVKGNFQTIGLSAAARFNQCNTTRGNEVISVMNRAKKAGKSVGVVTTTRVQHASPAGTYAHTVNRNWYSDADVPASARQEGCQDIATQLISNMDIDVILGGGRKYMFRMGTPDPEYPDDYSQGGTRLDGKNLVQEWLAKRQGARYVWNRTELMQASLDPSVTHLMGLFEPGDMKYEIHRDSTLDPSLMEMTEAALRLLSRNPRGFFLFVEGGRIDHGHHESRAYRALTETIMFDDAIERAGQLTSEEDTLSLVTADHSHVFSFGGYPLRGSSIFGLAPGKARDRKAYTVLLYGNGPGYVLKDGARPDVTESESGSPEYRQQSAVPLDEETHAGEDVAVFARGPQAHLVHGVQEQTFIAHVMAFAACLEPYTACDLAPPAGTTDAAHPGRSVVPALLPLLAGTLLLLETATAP
PostGolgi ctrl: inhibits growth of the yeast control strain; 98,000 tested, 5% active; AID 738; efflux-deficient yeast background strain, growth absorbance A615, 16 h; inhibition, % at 10 µM
Mac1 fbg inh: CD11b/CD18-fibrinogen binding inhibition. P05107+P11215. K562 CD11b/CD18 adhesion to fibrinogen, ATPlite luminescence; Mn2+ added to activate the integrin. inhibition, % at 10 µM. 93,000 tested, 0.54% active;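 active = primary inhibition of 50% or more at 10 µM, then 40% or more on retest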; note: some results filed as inactive read as strong as hits
S1P2 antag: antagonists of human S1P2 receptor; AID 736; 97,000 tested, 0.21% active; cell-based S1P2 antagonist assay, inhibition at 5 uM; inhibition, % at 5 µM; O95136; in the data active = inhibition above about 45%;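 note: CRE beta-lactamase reporter cells expressing human S1P2 stimulated with S1P; 0% = agonist at EC80 alone and 100% = agonist plus reference antagonist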
Ecoli WT expand: growth inhibitors of E. coli BW25113 wild type; OD600 absorbance; growth inhibition, % at 100 µM; 98,000 tested, 0.15% active; AID 710;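 active = growth inhibition above about 50% at one test dose, limit read from the data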;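 note: growth measured after 20 h incubation at 37 °C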
PostGolgi yeast: growth inhibition of a yeast mutant, post-Golgi transport screen; post-Golgi transport phenotypic cell assay; inhibition, % at 10 µM; 98,000 tested, 0.9% active; AID 739;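 note: yeast cells grown in 1536-well plates; yeast grown about 18 h at 30C before absorbance read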
Numbers without * were called inactive; . = no result given. Cut-off read from the data, not from the text of the source, unless noted: active = inhibition above about 30%; inactive = the rest.

SMILES	sEH act	sEH inhibitor	S1P2 ag	PLAP act	PostGolgi ctrl	Mac1 fbg inh	S1P2 antag	Ecoli WT expand	PostGolgi yeast
O=C(Cn1nc(-c2ccc(Cl)cc2)ccc1=O)NCCN1CCOCC1	10	-12	-2	1.1	10	-8	2	5	7
CCSC1=C(C#N)C2(CCCCC2)C(C#N)C(=O)N1 (stereo not drawn)	-1	1	7	1	26	2	12	0	15
COC(=O)c1ccc(NC(=O)c2ccccc2SC)cc1	-17	16	-8	0.7	7	.	9	1	1
COc1ccc(C(=O)Nc2cc(Cl)ccc2Cl)c(OC)n1	.	.	.	0.9	9	-11	.	-5	14
O=C(COc1ccc2ccccc2c1Br)Nc1ncn[nH]1	.	.	.	1.5	9	-14	.	5	15
O=C(Nc1ccc(Cl)cn1)c1ccc(-c2ccc(Cl)c(Cl)c2)o1	2	1	-8	.	.	.	19	.	.
Cc1csc(NC(=O)C2CCCCC2C(=O)O)n1 (stereo not drawn)	-2	0	-7	1.1	-2	5	12	3	3
Cc1ccc(C)c(N2CCN(Cc3nnnn3C3CCCCC3)CC2)c1	12	-15	-6	1.6	38*	15	5	-11	18
COc1ccc(CC(=O)NC(C)c2nnc(SCC(=O)c3ccc(Br)cc3)n2C)cc1 (stereo not drawn)	-4	4	-7	1.4	14	-1	17	0	-3
CCCCOC(=O)Cn1c(=O)n(CC(=O)OCCCC)c2cc(C)ccc21	1	-7	0	1.4	11	-3	-1	-3	17
Cc1ccc(C(=O)CSc2nc3ccccc3o2)cc1	6	-7	-6	1	25	-3	0	-12	27
C=CCNC(=O)c1ccc(OC)cc1OC	13	-15	-5	0.9	16	-15	2	3	2
Cc1cc(N2CCN(c3cccc(C(F)(F)F)c3)CC2)n2ncnc2n1	.	.	.	1	17	-7	.	2	1
COc1ccc(Nc2nnc(-c3ccc(N4CCOCC4)c([N+](=O)[O-])c3)c3ccccc23)cc1	-12	12	-7	1.2	20	.	8	-5	-2
C=C(C)C1CC=C(CN2CCC(C(=O)OCC)CC2)CC1 (stereo not drawn)	16	-14	-8	1.5	15	-11	12	4	78*
CC(=O)c1cc(C#N)c(SCC(=O)C(C)(C)C)nc1C	.	.	.	0.9	-4	4	.	13	19
CCC(=O)N1c2ccc(S(=O)(=O)CCC(=O)Nc3nccs3)cc2CC1C (stereo not drawn)	.	.	-9	0.9	1	.	15	-7	1
CC(C)(C)c1ccccc1OCCCCCNCCO	.	.	.	1.4	3	-32	.	8	7
c1ccc(CNc2ncnc3c2cnn3Cc2ccccc2)cc1	0	3	-2	.	.	.	-9	.	.
Cc1ccc[n+](-c2nc3ccccc3nc2C(=C=[N-])C#N)c1	-4	7	-7	0.8	16	-11	20	-6	-2
O=C(COc1ccc(-n2cnnn2)cc1)NC(=O)NCc1ccccc1	-1	1	1	1	11	-10	16	4	-8
CN1C(=O)N(C)C2(c3ccccc3)Nn3c(s/c(=C/c4ccco4)c3=O)=NC12c1ccccc1 (stereo not drawn)	11	-8	-7	1.7	10	-10	8	-7	7
CCNC(=S)NNC(=O)c1cc(C2CC2)nc2ccccc12	-2	3	-10	2.1*	2	.	0	4	-14
CCOC(=O)c1ccc(NC(=O)CCc2nc(-c3ccc(Cl)cc3)no2)cc1	-7	6	-9	1	10	-10	-5	-16	2
CCn1c2ccccc2c2nn(C)c(=N)nc21	-4	2	-5	0.9	0	0	-17	8	0
CC(C)(CNC(=O)c1cc(=O)[nH]c2ccccc12)N1CCOCC1	17	-19	-1	0.9	-10	-25	-8	8	-6
FC(F)(F)c1cccc(N2CCN(Cc3ccoc3)CC2)c1	10	-10	-2	1.3	8	22	1	18	2
CC1CN=C(N(C(=O)Nc2ccccc2)C(C)C)S1 (stereo not drawn)	9	-8	-2	.	.	.	3	.	.
ON1C(c2ccc(Cl)cc2Cl)N(O)[C@H]2CCCC[C@H]21 (stereo partly drawn)	-7	8	-4	1	12	-2	-7	-1	16
Cc1nc2ccc(S(=O)(=O)NCC(=O)O)cc2s1	15	-17	-1	1.1	-6	-7	8	-1	16
C=C1CC(C)OC(c2ccccc2OCC(O)CN2CCCCC2)C1 (stereo not drawn)	-3	4	-6	1.4	5	2	3	9	5
O=C(CN1C(=O)NC2(CCCCCC2)C1=O)NCc1ccco1	12	-14	-1	1.1	5	0	16	8	-2
CSc1ccccc1NC(=O)c1ccco1	.	.	.	0.9	9	-3	.	6	6
COc1cccc(-n2nnnc2SCC(=O)Nc2cccc(C)n2)c1	2	-3	-12	0.7	12	2	-8	-6	-3
COc1cccc(-n2nnnc2SCC(=O)N2CCCc3ccccc32)c1	.	.	-7	1.3	8	4	11	-13	-10
Cc1occc1-c1nnc(SCC(=O)c2ccc(F)cc2)n1Cc1ccco1	13	-13	-1	1.2	14	29	-31	-6	-2
CCn1c(SCc2nc3cc(OC)c(OC)cc3c(=O)[nH]2)nnc1-c1ccncc1	5	-4	-2	1.1	-1	-6	1	2	9
O=C(COc1ccccc1Cl)N1CCN(c2ccc([N+](=O)[O-])c(N3CCCCC3)c2)CC1	-3	5	-3	0.9	24	15	10	-25	13
Cc1cc(C)n2c(SCC(=O)Nc3c(C)n(C)n(-c4ccccc4)c3=O)nnc2n1	6	-8	-4	1	12	9	-6	2	5
Cc1noc(/C=C/N(C)C)c1S(=O)(=O)N(C)CC(=O)N1CCc2ccccc21	13	-16	-1	1.1	7	-30	19	-10	4
COC(=O)Nc1sc2c(c1C(=O)NCc1ccco1)CCC2	-3	6	-6	1.3	24	-22	-5	-15	11
Cc1cccc(Sc2nc(-c3ccccc3)ccc2C#N)c1	8	-7	-1	1	-5	-3	-3	4	-5
C=CCn1c(SCC)nc2sc3c(c2c1=O)CCc1ccccc1-3	-1	3	-8	0.9	5	.	6	-27	-4
COc1cc2c(cc1NC(=O)c1ccc(C(C)(C)C)cc1)CCCC2	14	-13	0	1.2	-9	19	25	-4	-19
COc1ccc(/C=C/C(=O)NCC(=O)N/N=C/c2cc(Br)ccc2OCc2ccccc2)cc1	2	-2	-1	1.6	-2	5	7	-7	-1
Cc1ccc(OCCCC(=O)Nc2nccs2)cc1	4	-5	-7	0.9	10	0	3	-8	4
Cc1cc(C)c2nc(SCCC#N)nc(C)c2c1	.	.	-5	1.6	1	0	9	-3	5
COc1ccc(-c2nnn(CC(=O)N(Cc3cccs3)C(C)C(=O)NCCC(C)C)n2)cc1OC (stereo not drawn)	14	-16	-8	1.8	3	10	-10	-1	-2
COc1ccc(N2C(=O)CSC23C(=O)Nc2ccccc23)cc1OC (stereo not drawn)	-4	4	-5	1.8	8	21	22	-6	3
C=CCn1c(SCC(N)=O)nnc1-c1cc(Br)ccc1O	10	-8	-8	1	6	-13	-2	2	-4
CCOC(=O)COc1c(C=O)cc(Br)cc1OC	1	2	-4	1	12	.	-10	1	17
C=CCN1C(=O)/C(=N/n2cnnc2)c2ccccc21	10	-6	-2	1	13	-10	16	6	5
Cc1cc(=O)oc(C)c1C(=O)n1nc(C)c2c1C[C@@H]1[C@H]2C1(C)C	.	.	.	1.8	24	1	.	5	13
Cc1ccc(NC(=O)CCC(=O)c2cccs2)cc1	-5	5	3	0.9	12	-1	-11	2	-4
Fc1ccc(CN(Cc2ccccc2)C(c2cccs2)c2nnnn2C2CCCCC2)cc1 (stereo not drawn)	1	1	0	0.9	5	32	-2	-1	-5
CCc1ccc(-c2nc(-c3ccncc3)no2)cc1	-8	8	-8	1	10	8	5	1	2
CCN1CCN(C(=O)c2nn(-c3ccccc3)c(=O)c3ccccc23)CC1	3	-3	-6	1	1	-1	7	3	2
C[C@@]12CC(=O)NC1N(C(=O)c1ccccc1)C(c1ccccc1OC(=O)c1ccccc1)C2 (stereo partly drawn)	-3	3	-6	1.9	-6	-16	-1	5	6
O=C(NC1CCCC1)C1=COCCO1	13	-10	-3	1.3	0	1	-12	4	1
CC(=O)c1nn(-c2cccc(Br)c2)cc1C(=O)c1ccc(Br)cc1	2	-1	-4	1.3	7	6	4	-2	-2

Compound profiles, from the list above. Values in the order: sEH act | sEH inhibitor | S1P2 ag | PLAP act | PostGolgi ctrl | Mac1 fbg inh | S1P2 antag | Ecoli WT expand | PostGolgi yeast
Results for Cc1ccc(NC(=O)CCC(=O)c2cccs2)cc1 → -5 | 5 | 3 | 0.9 | 12 | -1 | -11 | 2 | -4
Results for O=C(NC1CCCC1)C1=COCCO1 → 13 | -10 | -3 | 1.3 | 0 | 1 | -12 | 4 | 1
Results for CCc1ccc(-c2nc(-c3ccncc3)no2)cc1 → -8 | 8 | -8 | 1 | 10 | 8 | 5 | 1 | 2
Results for COc1ccc(N2C(=O)CSC23C(=O)Nc2ccccc23)cc1OC (stereo not drawn) → -4 | 4 | -5 | 1.8 | 8 | 21 | 22 | -6 | 3

Other results.
SMILES	sEH act	sEH inhibitor	S1P2 ag	PLAP act	PostGolgi ctrl	Mac1 fbg inh	S1P2 antag	Ecoli WT expand	PostGolgi yeast
Cc1cccc(N2CCN(C(=O)c3ccc(Cl)c(S(=O)(=O)NCc4ccco4)c3)CC2)c1C	-7	7	1	1.5	25	18	-17	-3	3
Cc1cc(=O)[nH]c(Nc2ccc(C(=O)OC(C)C)cc2)n1	.	.	.	1.4	0	-7	.	11	3
CCOc1ccc(C(CC(=O)O)NC(=O)c2ccco2)cc1OC (stereo not drawn)	-12	14	-1	1.2	-5	12	-12	-3	6
COc1ccccc1NC(=O)c1cc(C(=O)O)ccc1C(=O)O	-3	4	-4	0.9	9	9	-23	-1	-5
CCOC(=O)c1c(NC(=O)c2ccccc2Br)sc2c1CCc1ccccc1-2	-1	1	-7	0.9	19	-34	-5	-23	-7
O=C1C=C(NCC2CCCO2)C2(CCCCC2)O1 (stereo not drawn)	-6	4	-3	1	5	26	12	4	4
COc1ccccc1CCNS(=O)(=O)c1c(C)n(C)c(=O)n(C)c1=O	-7	6	-1	1	-1	-50	-13	0	-1
CCCc1nc2ccccc2c(C(=O)OCc2nnc(-c3cc(OC)c(OC)c(OC)c3)o2)c1CC	-1	2	14	1.7	3	18	-5	-9	-2
Cc1ccc(C(c2nnnn2CCc2ccccc2)N2CCC(C)CC2)cc1 (stereo not drawn)	-10	13	-2	.	.	.	-7	.	.
Fc1ccc(-c2cc(C(F)(F)F)nc(-n3cncn3)n2)cc1	-6	4	-2	1.1	15	-38	-9	4	21
CC(NC(=O)OC(C)(C)C)C(=O)N1CCCC1C(=O)NC(Cc1ccccc1)C(N)=O (stereo not drawn)	15	-17	-10	1.3	5	-22	15	10	-2
CCC(NC(=O)Nc1nccs1)(C(F)(F)F)C(F)(F)F	7	-7	-7	0.8	24	-1	15	14	-8
CCCn1nc(C(=O)N2CCc3ccccc3C2)c2ccccc2c1=O	0	-1	-1	1	18	-12	4	2	-1
Brc1cccc(CN2CCCCCCC2)c1	-7	8	2	0.2	10	-1	-7	-4	2
COc1ccccc1CNC(=O)CN1C(=O)C(C)N(c2ccc(C)cc2)C1=O (stereo not drawn)	8	-7	-6	1	-4	12	-6	14	-2
CCC(C)(C)C(=O)Nc1ccc(C(N)=O)cc1	4	-4	-3	0.8	-1	-14	12	-2	2
CCc1nnc(NC(=O)Cn2ccc(C(F)(F)F)n2)s1	12	-12	-8	1	6	-6	4	-10	-5
CCOc1ccc(Cc2nnc(SCC(N)=O)n2C)cc1	8	-8	-1	0.9	6	8	-2	2	1
CNCCOc1ccccc1C(C)(C)C	-3	0	3	1.1	4	-22	-5	12	4
CC(C)Oc1cc(NC(=O)CS(=O)CC(=O)Nc2cccc(C(F)(F)F)c2)c(Cl)cc1Cl (stereo not drawn)	-3	3	-7	1.1	9	23	-1	-3	-10

Looked up above.
CNCCOc1ccccc1C(C)(C)C – sEH inhibitor = 0
CCCn1nc(C(=O)N2CCc3ccccc3C2)c2ccccc2c1=O – PostGolgi ctrl = 18
CCc1nnc(NC(=O)Cn2ccc(C(F)(F)F)n2)s1 – sEH act = 12
CCC(C)(C)C(=O)Nc1ccc(C(N)=O)cc1 – S1P2 antag = 12
Brc1cccc(CN2CCCCCCC2)c1 – Ecoli WT expand = -4
CCOc1ccc(Cc2nnc(SCC(N)=O)n2C)cc1 – Mac1 fbg inh = 8
